Bioassay records: PubChem BioAssay, several laboratories
PREPL inhibitor – human PREPL enzyme inhibition; recombinant PREPL, fluorescence polarization activity-based probe; inhibition, % at 5.96 µM; 320,000 tested, 0.68% active; AID 2751; in the data active = inhibition above about 43%;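 also: 0% = enzyme with DMSO and 100% = wells lacking enzyme; many of its hits are not listed in these tables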
Target sequence (Q4J6C6 whole entry, looked up): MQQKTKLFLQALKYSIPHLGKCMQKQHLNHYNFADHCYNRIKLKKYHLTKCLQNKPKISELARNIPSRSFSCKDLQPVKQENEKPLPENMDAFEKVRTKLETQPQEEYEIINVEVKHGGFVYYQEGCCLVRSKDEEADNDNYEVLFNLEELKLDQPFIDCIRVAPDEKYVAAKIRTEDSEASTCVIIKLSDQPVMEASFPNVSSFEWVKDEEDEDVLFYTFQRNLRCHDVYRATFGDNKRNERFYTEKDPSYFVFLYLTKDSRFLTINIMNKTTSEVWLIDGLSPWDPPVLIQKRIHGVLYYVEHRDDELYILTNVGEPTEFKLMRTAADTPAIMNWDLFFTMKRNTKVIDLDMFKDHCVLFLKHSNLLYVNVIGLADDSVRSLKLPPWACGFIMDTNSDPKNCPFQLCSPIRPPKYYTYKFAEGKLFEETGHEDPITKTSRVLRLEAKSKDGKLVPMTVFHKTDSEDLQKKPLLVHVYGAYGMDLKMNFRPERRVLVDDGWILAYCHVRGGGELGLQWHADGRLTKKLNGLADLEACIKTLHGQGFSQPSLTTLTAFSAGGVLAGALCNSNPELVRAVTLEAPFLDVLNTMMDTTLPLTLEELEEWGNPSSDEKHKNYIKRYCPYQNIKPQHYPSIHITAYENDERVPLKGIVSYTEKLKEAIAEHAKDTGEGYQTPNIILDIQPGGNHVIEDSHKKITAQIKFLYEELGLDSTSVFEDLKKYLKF
HCV core dimer – HCV core protein dimerization inhibition; 300,000 tested, 0.33% active; TR-FRET GST/Flag-core106 dimerization, 1536-well; inhibition, % at 5 µM; AID 1899;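 active = inhibition above the mean of all tested compounds plus 3 SD, set per screening campaign, cut at about 45% in these data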
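Assay system: GST-tagged and Flag-tagged HCV core protein residues 1-106 / Times: compound-protein-antibody incubation 4 h at 22.5 °C / Signal: time-resolved FRET, ex 340 nm, em 617 and 671 nm / Evaluation: % inhibition based on acceptor/donor emission ratio / Benchmarks: wells lacking GST-core106 and wells with excess unlabelled core106 / Repeats: singlicate, one well per compound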
ZTA counter – counter-screen for EBNA-1 inhibitors: inhibitors of Epstein-Barr virus ZTA. P03206. ZTA-DNA binding, fluorescence polarization. inhibition, % at 11 µM. 320,000 tested, 0.15% active. AID 2234; in the data active = inhibition above about 33%
Target sequence (P03206 whole entry, looked up): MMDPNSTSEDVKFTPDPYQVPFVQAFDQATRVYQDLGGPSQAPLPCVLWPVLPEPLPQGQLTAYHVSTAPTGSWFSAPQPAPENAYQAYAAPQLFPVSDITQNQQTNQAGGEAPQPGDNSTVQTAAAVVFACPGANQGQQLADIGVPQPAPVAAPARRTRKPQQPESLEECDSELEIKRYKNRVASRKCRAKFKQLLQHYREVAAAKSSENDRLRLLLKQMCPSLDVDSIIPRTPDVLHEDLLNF
PP1 inh – PP1-alpha (human) inhibition in PP5 counter-screen; P62136; purified PP1alpha, OMFP fluorescence; inhibition, % at 6.7 µM; 320,000 tested, 0.9% active;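 active = inhibition above the mean inhibition of all tested compounds plus 3 SD, computed separately for each screening campaign, cut at about 15% in these data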
CTSL1 counter – counter-screen for PFM18AAP inhibitors: inhibitors of F. hepatica cathepsin L1. recombinant F. hepatica cathepsin L1, Z-Leu-Arg-MCA fluorescence. inhibition, % at 5.96 µM. 300,000 tested, 0.49% active;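 active = inhibition above the mean of all tested compounds plus 3 SD, set per screening campaign, cut at about 17% in these data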;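 also: 0% = plate median of test compound wells and 100% = 1 µM Z-Phe-Ala-diazomethylketone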
EBNA-1 inh – blocks EBNA-1 binding to DNA | inhibition, % at 14.8 µM | EBNA-1 DNA binding, fluorescence polarization | 300,000 tested, 0.34% active; in the data active = inhibition above about 28%
TPT1 inhibitor – inhibitors of Candida albicans tRNA 2'-phosphotransferase TPT1 | recombinant caTPT1, FP RNA substrate dephosphorylation | inhibition, % at 5 µM | 300,000 tested, 0.81% active | AID 1962;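 active = inhibition above the mean of all tested compounds plus 3 SD, set per screening campaign, cut at about 24% in these data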;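 also: plate controls were DMSO alone for no effect and ferristatin control at 100 nM for full effect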
Efflux pump inh – antifungal efflux pump inhibition, Nile Red retention | S. cerevisiae Candida pump triplex | inhibition, % at 10 µM | 330,000 tested, 0.44% active;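 active = plate passing quality check with inhibition over a set limit, or well fluorescence over plate mean plus 4 SD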;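 also: Nile Red retained in pooled yeast measured as flow cytometry median fluorescence; 0% = buffer negative control and 100% = Enniatin B positive control; higher means more Nile Red kept so more efflux inhibition; some compounds called inactive have numbers as strong as hits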
PP5 primary – blocks human protein phosphatase 5 activity. P53041. purified PP5c, OMFP substrate fluorescence. inhibition, % at 6.7 µM. 320,000 tested, 0.18% active;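 active = inhibition above the campaign's mean inhibition across all tested compounds plus 3 SD, cut at about 9.5% in these data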;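 also: 0% = DMSO only and 100% = 100 µM cantharidin control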
The depositor's hits bear a star; & = joins results of further samples. An excerpt; the hit share may differ from the screen's.

Every second line gives: PREPL inhibitor	HCV core dimer	ZTA counter	PP1 inh	CTSL1 counter	EBNA-1 inh	TPT1 inhibitor	Efflux pump inh	PP5 primary
- COc1ccc(C(O)Cc2nc3ccccc3n2C)cc1OC (stereo not drawn)
 : 11	1	2	0	5	-6	1	0.0	-1.1
- CCOc1ncccc1C(=O)Nc1nnc(C2CC2)s1
 : 19	-7	8	-3	0	1	0	-0.2	-0.5
- CC(C)NCC(O)COCCOc1ccc(C(C)(C)C)cc1 (stereo not drawn)
 : 1	-5	7	-2	-3	1	-1	0.0	-0.8
- N/C(=N\NS(=O)(=O)c1ccc(Cl)cc1)c1ccccn1
 : -6	6	-1	-3	1	15	1	0.0	1.8
- CC(=O)Nc1nc(C=C(Cl)Cl)cs1
 : 4	12	-13	-1	2	-16	1	0.2	0.8
- COc1cc(C2NCC(c3ccc(Cl)cc3Cl)c3c2[nH]c2ccccc32)cc(OC)c1OC (stereo not drawn)
 : -9	8	-1	11	-3	5	-2	0.0	5.1
- O=C(N/N=C/c1ccc(-c2cccc(C(F)(F)F)c2)o1)c1ccccc1Br
 : 19	-3	8	9	10	10	39*	0.0	6.2
- COc1ccc(F)cc1S(=O)(=O)n1nc(C)cc1C
 : 0	-3	-1	-5	3	0	-1	0.1	-2.5
- COc1ccc(-c2ccc(SCC(=O)NCC3CCCO3)nn2)cc1OC (stereo not drawn)
 : 5	-1	5	-4	-9	-5	6	0.1	0.8
- Cc1ccc(NC(=O)CNC(=O)c2ccco2)cc1
 : -7	5	5	-2	1	13	-4	0.2	1.2
- COc1ccc(-c2cc(=O)c3ccccc3s2)cc1
 : -45	-1	-26	3	1	1	-1	-0.1	2.6
- CCOC(=O)C1=C(C)NC(=O)NC1c1ccc(OCCO)c(OC)c1 (stereo not drawn)
 : -2	-2	10	-4	0	6	-5	0.0	0.7
- NS(=O)(=O)c1ccc(CCNC(=O)CCCCCNc2nc(=S)[nH]c3ccccc23)cc1
 : 0	-7	-7	-1	-1	-5	-4	0.6	-2.6
- COc1ccc(-n2nnnc2-c2cccc(OC)c2)cc1
 : 5	-3	-10	0	-2	-8	-2	0.1	0.1
- Cc1nnc(Sc2cc(C(=O)NCCCN(C)Cc3ccccc3)c3ccccc3n2)s1
 : -56	-2	0	-4	1	-6	1	0.1	-2.5

Full records, looked up by structure. Order of values: PREPL inhibitor | HCV core dimer | ZTA counter | PP1 inh | CTSL1 counter | EBNA-1 inh | TPT1 inhibitor | Efflux pump inh | PP5 primary
COc1ccc(-c2cc(=O)c3ccccc3s2)cc1 across the screens: -45 | -1 | -26 | 3 | 1 | 1 | -1 | -0.1 | 2.6
Cc1nnc(Sc2cc(C(=O)NCCCN(C)Cc3ccccc3)c3ccccc3n2)s1 across the screens: -56 | -2 | 0 | -4 | 1 | -6 | 1 | 0.1 | -2.5
NS(=O)(=O)c1ccc(CCNC(=O)CCCCCNc2nc(=S)[nH]c3ccccc23)cc1 across the screens: 0 | -7 | -7 | -1 | -1 | -5 | -4 | 0.6 | -2.6
CCOC(=O)C1=C(C)NC(=O)NC1c1ccc(OCCO)c(OC)c1 (stereo not drawn) across the screens: -2 | -2 | 10 | -4 | 0 | 6 | -5 | 0.0 | 0.7
Cc1ccc(NC(=O)CNC(=O)c2ccco2)cc1 across the screens: -7 | 5 | 5 | -2 | 1 | 13 | -4 | 0.2 | 1.2

Next part
Every second line gives: PREPL inhibitor	HCV core dimer	ZTA counter	PP1 inh	CTSL1 counter	EBNA-1 inh	TPT1 inhibitor	Efflux pump inh	PP5 primary
- CCN(CC)S(=O)(=O)c1ccc2c(c1)nc(CCC(=O)O)n2CC
 : 1	-1	1	-6	-6	-8	7	0.3	1.8
- CC(=O)N(C)c1ccc(N=Nc2c(C)[nH]n(C(N)=S)c2=O)cc1
 : -3	-17	15	-2	5	0	-4	0.0	-1.0
- COc1cccc(CN(C)C(=O)c2ccc3nccnc3c2)c1
 : 18	38	-1	-3	1	1	-5	-0.1	1.6
- Cc1cc(CNC(=O)Cn2cc([N+](=O)[O-])cn2)c2ccccc2n1
 : 4	-4	-3	-4	1	-7	-1	0.1	3.1
- Cc1cc(C)nc(CCNC(=O)C2CCC(=O)N(Cc3ccccc3F)C2)n1 (stereo not drawn)
 : 2	-3	-7	-6	-1	-17	-2	-0.2	3.1
- Oc1cccc(/C=N/Nc2ncnc3c2ncn3Cc2ccccc2)c1
 : 11	-2	1	-3	6	1	0	0.2	-0.6
- O=C(c1cc(F)c(F)cc1Cl)N1CCOCC1
 : 0	-6	15	2	2	-3	1	0.0	-2.3
- CCCOc1ccc(/C=C/C(=O)Nc2ccc([N+](=O)[O-])cc2)cc1
 : -4	16	8	5	6	-9	2	-0.1	3.5
- NS(=O)(=O)c1ccc(CCNC(=O)CCCn2c(=O)[nH]c3ccc(Br)cc3c2=O)cc1
 : -5	2	0	-1	4	5	-7	0.0	-0.2
- COc1ccc(CNC(=O)Nc2ccc(C)cc2C)cc1
 : -3	4	0	0	1	63*	1	0.1	2.1
- COc1cc(C2C(C(=O)c3ccco3)=C(O)C(=O)N2c2cc(C)on2)cc(Br)c1O (stereo not drawn)
 : -5	0	-13	-1	-2	-6	2	-0.1	0.2
- OCCC1CN(Cc2cccc(OC3CCCC3)c2)CCN1Cc1ccsc1 (stereo not drawn)
 : -3	-2	-1	-5	1	-13	1	0.0	0.3
- CCC(C(=O)NC1CCCC1)N(C(=O)Cn1nnc(-c2ccc(C)o2)n1)c1ccccc1OC (stereo not drawn)
 : -3	5	-9	-2	-6	-9	-3	0.7	2.2
- O=C(NCc1ccncc1)C1CCN(S(=O)(=O)c2ccccc2)CC1
 : -6	1	-6	0	0	5	0	-0.1	1.0
- COCCN(Cc1cc2cc(C)ccc2n2nnnc12)C(=S)Nc1cccc(C)c1
 : 16	-8	0	1	6	-4	-7	-0.1	-0.7
- CCOC(=O)C1=C(Cn2cnc3ccccc32)NC(=O)NC1c1ccc(Cl)cc1 (stereo not drawn)
 : 11	-1	-8	4	0	7	1	0.1	2.1
- Cc1ccccc1C(=O)Nc1cccc(-c2nnc(SCC(=O)O)n2C)c1
 : -1	3	5	0	6	1	-5	0.1	0.9
- COc1ccc(/C=C/C(=O)OCC(=O)Nc2cc(C(F)(F)F)ccc2Cl)cc1
 : -10	10	-11	-4	5	2	-3	0.0	1.2
- COC(=O)C1=C(C)NC2=C(C(=O)c3ccccc32)C1c1ccc(-c2ccc(C(=O)O)cc2)o1 (stereo not drawn)
 : 7	6	10	-1	1	4	20	-0.1	0.8
- Cc1cc(C)c([C@@H]2C[C@H]3CN(C4CCCC4)C(=O)[C@]34CCCN24)c(-n2cccn2)c1
 : 14	2	4	1	-3	9	-8	0.0	-3.0
- Cc1nnsc1-c1onc(C)c1C(=O)Nc1cc(Cl)cc(Cl)c1
 : -7	-3	2	-1	-1	-5	2	-0.1	3.6
- CCOc1ccc(CCNC(=O)C2CCC(=O)N2C2CCCCC2)cc1OCC (stereo not drawn)
 : 15	-1	-2	-4	-3	1	-1	0.0	3.3
- O=S(=O)(NCc1ccc2c(c1)OCO2)c1ccc(Cl)s1
 : 3	-8	4	-2	-1	-8	0	0.1	3.0
- COc1cccc(-c2cc(C(=O)Nc3cnn(Cc4ccc(F)cc4)c3)no2)c1
 : 23	1	-2	-3	-3	47*	2	0.4	14*
- Cc1onc(-c2c(Cl)cccc2Cl)c1NC(=O)NNc1c(Cl)cncc1Cl
 : 5	-5	11	-3	1	5	2	-0.1	-0.9
- CCOc1ccc(N(C(=O)CNC(=O)c2ccco2)C(C(=O)NCC2CCCO2)c2ccccc2)cc1 (stereo not drawn)
 : -6	-4	5	-3	-2	-16	4	0.1	2.1
- CCOC(=O)c1c(C)[nH]c(C(C)=O)c1C
 : 2	2	15	-1	-2	2	-2	0.0	3.0
- CCSc1nc(-c2ccc(OC)cc2)cc(-c2ccc(OC)cc2)c1C#N
 : 1	-43	7	-1	4	-11	3	0.3	-0.1
- CC(C)C(C(=O)NC1CCCC1)N(CC1CCCO1)C(=O)CNS(=O)(=O)c1ccccc1 (stereo not drawn)
 : -2	7	4	-5	-2	-7	-4	0.3	0.7
- CC(C)(C)S(=O)(=O)/C(C#N)=C/c1sccc1C1OCCO1
 : -8	-3	-8	-8	-6	-5	-3	0.1	1.2
- Cc1[nH]n(C(N)=S)c(=O)c1N=Nc1cc(C(F)(F)F)ccc1Cl
 : 8	5	8	3	-1	3	-4	0.1	0.8
- CC(C)(C)CN1C(=O)C(=O)NC[C@H]1Cc1cccc2ccccc12
 : 11	8	5	-2	-2	4	-2	0.1	-3.0
- CC1CCN(CCOc2cc(Cl)ccc2Cl)CC1
 : 3	-3	10	-2	3	3	1	-0.1	-0.4
- COc1cc([C@@H]2[C@H]3CNCC=C3C(C#N)=C(N)C2(C#N)C#N)ccc1OC(C)C
 : 5	6	-16	1	-5	-5	34*	0.1	3.7
- COc1ccc(OCCC(=O)Nc2nccs2)cc1
 : -8	1	-23	0	-4	-10	-2	0.2	2.5
- Cc1ccc(S(=O)(=O)N2CCCC(C(=O)N(Cc3cccs3)C3CC3)C2)cc1 (stereo not drawn)
 : -3	17	-14	3	-9	-11	-6	0.0	1.9
- O=C(CSc1nnc(-c2cccnc2)n1-c1ccccc1)Nc1ccccn1
 : 4	1	-11	-4	3	1	2	0.0	1.6
- O=C(CNS(=O)(=O)c1cccs1)N1CCCCC1
 : -1	1	0	-1	0	6	-4	0.3	0.5
- O=C(CN1N=C(c2ccccc2)CCC1=O)NCCN1CCc2ccccc2C1
 : -8	-2	6	-1	3	5	3	-0.1	-2.5
- CC(=O)Nc1ccc(S(=O)(=O)N2CCc3cc4c(cc3C2)OCCCO4)cc1
 : 9	-3	-1	1	0	-12	-2	0.9	1.0
- COc1ccc(CCNC(=O)COC(=O)COc2c(C)cc(C)cc2C)cc1OC
 : 14	4	-6	-3	-11	-5	0	-0.1	2.7
- Brc1ccc(CN2CCN(c3ccccn3)CC2)s1
 : 20	5	-20	5	0	0	0	0.1	5.1
- Cc1cn([C@H]2C=C[C@@H](CO)O2)c(=O)[nH]c1=O
 : 2&2	7	1&-1	-4&-1	5	6	-5	0.0&-0.1	-1.5&0.6

Fetched one by one from above:
Every second line gives: PREPL inhibitor	HCV core dimer	ZTA counter	PP1 inh	CTSL1 counter	EBNA-1 inh	TPT1 inhibitor	Efflux pump inh	PP5 primary
- CC(C)(C)CN1C(=O)C(=O)NC[C@H]1Cc1cccc2ccccc12
 : 11	8	5	-2	-2	4	-2	0.1	-3.0
- Brc1ccc(CN2CCN(c3ccccn3)CC2)s1
 : 20	5	-20	5	0	0	0	0.1	5.1
- Cc1ccc(S(=O)(=O)N2CCCC(C(=O)N(Cc3cccs3)C3CC3)C2)cc1 (stereo not drawn)
 : -3	17	-14	3	-9	-11	-6	0.0	1.9
